Bim-Bcl-2: disrupts Bim peptide binding to human Bcl-2. 0.06% of 190,000 active. P10415. Bead-based flow cytometry, Bim peptide-Bcl-2 binding. AID 950. inhibition, % at 10 µM; in the data active = inhibition above about 40%; inconclusive = no clear call, values can overlap the other calls;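 also: 0% = no compound wells with probe peptide and 100% = reference peptide inhibitor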
Target sequence (P10415 whole entry, looked up): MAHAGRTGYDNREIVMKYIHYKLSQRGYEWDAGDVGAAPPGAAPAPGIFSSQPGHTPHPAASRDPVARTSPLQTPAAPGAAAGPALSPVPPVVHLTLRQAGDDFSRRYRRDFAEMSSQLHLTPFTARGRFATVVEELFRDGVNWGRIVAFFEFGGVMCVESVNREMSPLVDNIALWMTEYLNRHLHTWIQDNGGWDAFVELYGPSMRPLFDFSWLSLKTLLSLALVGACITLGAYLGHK
ABCB1 block: blocks JC-1 efflux by human ABCB1 transporter | CCRF-Adr cells, flow cytometry | inhibition, % at 6.6 µM | 0.067% of 190,000 active | AID 1326; in the data active = inhibition above about 40%;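 also: 0% = vehicle and 100% = reference inhibitor; higher value means more JC-1 retained so stronger ABCB1 efflux block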
Bim-Bcl-B: human Bim-Bcl-B interaction inhibition. bead-based flow cytometry, Bim peptide-Bcl-B binding. 0.073% of 190,000 active. inhibition, % at 10 µM. Q9HD36. AID 951;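 also: 0% = tracer peptide without compound and 100% = reference inhibitor peptide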
ABCG2 block: inhibitors of human ABCG2 transporter, ABCB1 counter-screen; Q9UNQ0; IgMXP3 cells, JC-1 efflux, flow cytometry; inhibition, % at 6.6 µM; 0.1% of 190,000 active; AID 1325;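 active = inhibition above 80%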;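 also: 0% = DMSO and 100% = nicardipine control wells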
Target sequence (Q9UNQ0 whole entry, looked up): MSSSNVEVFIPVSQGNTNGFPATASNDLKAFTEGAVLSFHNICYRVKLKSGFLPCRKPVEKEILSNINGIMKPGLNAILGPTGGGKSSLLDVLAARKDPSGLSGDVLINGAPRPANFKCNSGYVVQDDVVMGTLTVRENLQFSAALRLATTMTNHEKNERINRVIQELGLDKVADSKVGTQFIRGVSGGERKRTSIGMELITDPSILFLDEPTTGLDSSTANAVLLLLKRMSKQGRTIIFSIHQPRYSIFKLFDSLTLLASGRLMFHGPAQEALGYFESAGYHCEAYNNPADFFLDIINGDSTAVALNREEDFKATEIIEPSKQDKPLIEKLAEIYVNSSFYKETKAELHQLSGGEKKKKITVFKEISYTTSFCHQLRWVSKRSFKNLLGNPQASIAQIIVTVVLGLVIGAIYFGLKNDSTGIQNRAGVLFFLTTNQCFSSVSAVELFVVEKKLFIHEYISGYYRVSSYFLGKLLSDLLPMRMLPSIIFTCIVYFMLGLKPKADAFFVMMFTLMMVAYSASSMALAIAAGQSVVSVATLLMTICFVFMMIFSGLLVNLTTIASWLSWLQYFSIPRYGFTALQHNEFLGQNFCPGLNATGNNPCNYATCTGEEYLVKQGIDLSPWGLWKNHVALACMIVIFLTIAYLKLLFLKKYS
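Incubation: cells with compound and JC-1, 10 min at 25 °C, rotating, no wash / Test system: IgMXP3 (ABCG2) plus far-red-tagged CCRF-Adr (ABCB1) cells / Compound dosing: one concentration, 6.6 µM final / Also added: JC-1 fluorescent substrate / Evaluation: efflux inhibition in percent versus controls / Detection: flow cytometry, 530 nm JC-1 signal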
Bim-Bfl-1: human Bim-Bfl-1 interaction inhibition | inhibition, % at 10 µM | Bead-based flow cytometry, Bim-Bfl-1 binding inhibition | 0.12% of 190,000 active | Q16548 | AID 1008;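 also: 0% = wells without compound plus tracer and 100% = blocker peptide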
Bim-Bcl-W: inhibitors of Bim-Bcl-W interaction, human; bead-based flow cytometry, Bim peptide-Bcl-W binding; Q92843; 0.02% of 190,000 active; inhibition, % at 10 µM;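 also: 0% = bound tracer without compound and 100% = peptide blocker; higher means less fluorescent Bim peptide bound to Bcl-W beads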
Bim-Bcl-XL: human Bim-Bcl-XL interaction inhibition. Q07817. Bim peptide-Bcl-XL binding, bead flow cytometry, fluorescence. inhibition, % at 10 µM. 0.04% of 190,000 active
RGS7-Gao reg: regulators of human RGS7-Galphao interaction; P09471; AID 1439; Multiplexed bead flow cytometry, RGS7-Galphao binding; actives lie on both sides; binding response (% of control), % at 10 µM; 0.35% of 220,000 active; in the data active = binding response below about 49% or above about 150%; inconclusive = no clear call, values can overlap the other calls; inactive = in between;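 also: fluorescent Galphao held in activated GDP-AlF4 state binding bead-coupled RGS7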
RGS4-Gao reg: modulates binding of RGS4 to human Galphao | Multiplexed bead flow cytometry; actives lie on both sides | binding response (% of control), % at 10 µM | 0.33% of 220,000 active | AID 1415; in the data active = binding response below about 49% or above about 150%; inactive = in between;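 also: fluorescent Galphao activated with aluminum fluoride binding bead-coupled RGS4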
RGS8-Gao reg: modulates binding of RGS8 to human Galphao. P09471. multiplexed bead flow cytometry; actives lie on both sides. response (percent of control binding), % at 10 µM. 0.34% of 220,000 active. AID 1423; in the data active = response below about 60% or above about 140%; inactive = in between;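 also: Galphao activated as the GDP aluminium fluoride complex binding bead-coupled RGS8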
GSH bead fluor: GSH bead compound fluorescence profile | fluorescence (KMESF) at 10 µM | GSH beads flow cytometry, compound fluorescence 488/530 nm; active compounds read high | 0.25% of 190,000 active; in the data active = fluorescence above about 89;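 also: glutathione beads carrying GST-tagged Bcl family fusion proteins plus one bare bead set; values are compound well signal with DMSO vehicle wells as background; inactives centre near 16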
* hit, by the source's call; ? = inconclusive; . = not tested or not shown. Rule as the data show it, unless noted: active = inhibition above about 40%.

Results follow in this order: Bim-Bcl-2	ABCB1 block	Bim-Bcl-B	ABCG2 block	Bim-Bfl-1	Bim-Bcl-W	Bim-Bcl-XL	RGS7-Gao reg	RGS4-Gao reg	RGS8-Gao reg	GSH bead fluor
Cc1ccc(N=C2NC(=O)c3cccc([N+](=O)[O-])c32)cc1
    -14	0.4	-11	14	-8	-8	-9	101	100	101	12
COc1cccc(-c2nnc(SCC(N)=O)n2-c2ccc(Cl)cc2)c1
    0	1.8	-2	12	1	-1	-3	101	99	97	16
O=C(N1CCCCC1)N1CCN(C(=O)N(c2ccccc2)c2ccccc2)CC1
    0	5.8	-2	0	-5	-2	-6	99	105	110	32
CCN1CCCc2cc(CN(CCN3CCOCC3)C(=S)Nc3ccccc3C)ccc21
    -2	1.5	-6	-1	-3	-5	-4	94	96	98	20
CCn1c(=O)cc(SCC(=O)Nc2ccc(OC)c(OC)c2)c2ccccc21
    -6	0.2	-4	2	-10	0	-8	99	100	96	36
CN(C)c1nn(C(=O)Nc2ccc(Cl)cc2Cl)cc1-c1ccccc1
    5	-0.5	2	-1	2	1	-4	102	103	94	23
CCCCCCC1C(C#N)=C(N)OC2=C1C(=O)CCC2 (stereo not drawn)
    -9	0.5	-8	2	-12	-1	-3	100	99	102	19
O=S(=O)(CCSc1ccccn1)c1nc2ccccc2s1
    -5	1.1	-5	4	-10	1	-1	102	102	101	27
CCOc1ccc(N(C(C)C(=O)NC2CCCCCC2)S(C)(=O)=O)cc1 (stereo not drawn)
    -3	0.2	-6	2	-6	-5	-6	104	105	105	14
O=C(NN1C(=O)/C(=C/c2cccs2)SC1=S)c1ccccc1
    0	-1.2	-3	-10	-1	-3	-2	102	101	100	12
CCCNC(=O)c1cc(C)no1
    -6	0.2	-5	1	-11	-1	-6	93	92	94	16
COc1ccc(CN2CC(C(=O)NCC3CCCO3)CC2=O)cc1 (stereo not drawn)
    -4	1.3	-6	4	-8	4	-1	100	103	102	43
Cc1ccc(NC(=S)Nc2nc(CC(=O)Nc3ccccc3)cs2)cc1
    3	-0.7	-3	-2	4	4	0	93	96	78	12
Cc1ccc(C(C(=O)NC2CCCC2)N(C(=O)Cc2cccs2)c2cccc(C)c2C)o1 (stereo not drawn)
    -13	-1.0	-9	4	-7	-1	-6	97	104	101	28
Cc1ccc(C)c(N2CCN(C(=O)C3CCCN(S(=O)(=O)c4cnc[nH]4)C3)CC2)c1 (stereo not drawn)
    0	0.3	-1	1	1	2	2	78	87	83	13
O=C(/C=C/c1ccccc1)N/C(=C/c1ccccc1)C(=O)N1CCOCC1
    -2	1.2	-8	12	-3	-6	-9	92	92	91	7
COc1ccc(C(=O)/C=C/C(=O)N(CC(=O)NCCC(C)C)Cc2cccs2)c(O)c1
    3	0.5	-3	0	-4	4	0	96	100	92	29
CC(=O)Nc1ccc(NC(=O)c2ccc([N+](=O)[O-])cc2Cl)cc1
    0	1.6	-4	15	-4	-2	1	106	104	107	14
Cc1nnc(SCCC(=O)Nc2nc(-c3ccccc3)ns2)s1
    -9	-0.1	-6	1	-8	-5	-11	94	98	96	31
CCOC(=O)N1CCN(C(=O)C2COc3ccccc3O2)CC1 (stereo not drawn)
    ?	-0.2	.	-1	.	.	.	113	109	106	24

Retrieved by structure from the entries so far:
Results follow in this order: Bim-Bcl-2	ABCB1 block	Bim-Bcl-B	ABCG2 block	Bim-Bfl-1	Bim-Bcl-W	Bim-Bcl-XL	RGS7-Gao reg	RGS4-Gao reg	RGS8-Gao reg	GSH bead fluor
COc1cccc(-c2nnc(SCC(N)=O)n2-c2ccc(Cl)cc2)c1
    0	1.8	-2	12	1	-1	-3	101	99	97	16
O=C(NN1C(=O)/C(=C/c2cccs2)SC1=S)c1ccccc1
    0	-1.2	-3	-10	-1	-3	-2	102	101	100	12

The list goes on:
Results follow in this order: Bim-Bcl-2	ABCB1 block	Bim-Bcl-B	ABCG2 block	Bim-Bfl-1	Bim-Bcl-W	Bim-Bcl-XL	RGS7-Gao reg	RGS4-Gao reg	RGS8-Gao reg	GSH bead fluor
CCNC(=S)NNC(=O)c1ccoc1C
    -4	0.1	-4	1	0	-3	-2	100	103	102	20
CCOC(=O)N1CCN(C(=O)CSc2ccc(-c3cccnc3)nn2)CC1
    1	1.3	1	6	-1	2	0	101	102	101	27
Cc1nn(Cc2ccccc2)c2sc(C(=O)NCc3cccnc3)cc12
    1	0.4	-1	1	0	-2	-3	105	105	101	13
C/C(=N\NS(=O)(=O)c1ccccc1)c1ccc2c(c1)OCO2
    -2	-0.2	-3	-1	-3	1	-3	98	99	101	12
Cc1cc(SCC(=O)c2ccccc2)nc(SCC(=O)c2ccccc2)n1
    -2	5.6	-5	66	-3	-1	-5	90	91	87	21
Cn1c(-c2ccccc2)cnc1SCC(N)=O
    -1	0.2	-3	1	-3	-2	0	92	98	103	15
CCOc1ccc(-c2nnc(N)s2)cc1
    -14	0.1	-8	2	-14	0	-2	98	100	100	8
CCn1c2ccccc2c2nnc(SCC(=O)Nc3ccc4c(c3)OCO4)nc21
    -5	-2.4	-8	-4	-5	-1	1	101	93	101	33
COCCNC(=O)C(c1ccc(C)o1)N(Cc1cccs1)C(=O)c1snc(C(N)=O)c1N (stereo not drawn)
    -4	-2.9	-4	0	-6	0	5	102	103	101	25
COc1ccc(S(=O)(=O)Nc2cccc(S(=O)(=O)N3CCCCCC3)c2)cc1
    -6	-0.1	-5	-1	-6	-2	-4	101	102	103	12
Cc1cccc(C)c1NC(=O)N1CCN(C2CCCCC2)CC1
    -9	0.0	-10	0	-5	-4	-5	100	101	102	14
C/C(N)=C(/C#N)C(=O)CSc1nc2cc(Cl)ccc2s1
    -16	0.1	-8	5	-15	0	-18	97	102	101	33
Cc1nc2ccc(-c3ccccc3)cc2o1
    -4	-0.1	-5	0	-9	1	1	95	100	98	57
Brc1cccc(-c2nnc3sc(CNCc4ccco4)cn23)c1
    -6	0.4	-9	3	-9	0	0	105	105	104	26
Cc1ccc(CC(=O)Nc2ccc(F)c([N+](=O)[O-])c2)cc1C
    -3	1.9	0	14	-6	-1	-1	99	96	97	16
O=S(=O)(c1ccccc1Cl)N1CCCC(c2nc(-c3cccnc3)no2)C1 (stereo not drawn)
    0	1.4	-3	4	-2	0	0	99	105	99	10
Cc1cc(C)cc(-c2nnc(SCc3ccc(C(=O)O)cc3)o2)c1
    -4	-0.2	-5	2	-10	-2	0	99	103	103	63
Cc1cc(NC(=O)CCN2C(=O)C3C4CCC(C4)C3C2=O)cc(C)c1Br (stereo not drawn)
    3	0.4	-4	2	1	-3	-5	.	.	.	18
COc1n[nH]c2nncnc12
    -2	0.3	0	2	-2	-2	-1	97	98	98	12
COc1ccc(OC)c(-n2c(N)c(C(=O)NCC3CCCO3)c3nc4ccccc4nc32)c1 (stereo not drawn)
    0	3.9	-2	25	-4	0	-2	97	98	100	58
COC(=O)C1=C(C)NC(=O)CC1c1cc(Br)ccc1F (stereo not drawn)
    -3	0.4	-4	3	-7	0	-1	105	98	99	22
COc1ccc2nc(C)cc(C(=O)O)c2c1
    -1	0.0	-2	-1	0	0	-1	96	96	101	15
CNC(=O)C(=O)N/N=C/c1ccccn1
    2	0.0	2	0	3	6	2	96	101	103	22

Molecules shown so far with an aryl thioether with sulfur outside any ring:
Results follow in this order: Bim-Bcl-2	ABCB1 block	Bim-Bcl-B	ABCG2 block	Bim-Bfl-1	Bim-Bcl-W	Bim-Bcl-XL	RGS7-Gao reg	RGS4-Gao reg	RGS8-Gao reg	GSH bead fluor
COc1cccc(-c2nnc(SCC(N)=O)n2-c2ccc(Cl)cc2)c1
    0	1.8	-2	12	1	-1	-3	101	99	97	16
CCn1c(=O)cc(SCC(=O)Nc2ccc(OC)c(OC)c2)c2ccccc21
    -6	0.2	-4	2	-10	0	-8	99	100	96	36
O=S(=O)(CCSc1ccccn1)c1nc2ccccc2s1
    -5	1.1	-5	4	-10	1	-1	102	102	101	27
Cc1nnc(SCCC(=O)Nc2nc(-c3ccccc3)ns2)s1
    -9	-0.1	-6	1	-8	-5	-11	94	98	96	31
CCOC(=O)N1CCN(C(=O)CSc2ccc(-c3cccnc3)nn2)CC1
    1	1.3	1	6	-1	2	0	101	102	101	27
Cc1cc(SCC(=O)c2ccccc2)nc(SCC(=O)c2ccccc2)n1
    -2	5.6	-5	66	-3	-1	-5	90	91	87	21
Cn1c(-c2ccccc2)cnc1SCC(N)=O
    -1	0.2	-3	1	-3	-2	0	92	98	103	15
CCn1c2ccccc2c2nnc(SCC(=O)Nc3ccc4c(c3)OCO4)nc21
    -5	-2.4	-8	-4	-5	-1	1	101	93	101	33
C/C(N)=C(/C#N)C(=O)CSc1nc2cc(Cl)ccc2s1
    -16	0.1	-8	5	-15	0	-18	97	102	101	33
Cc1cc(C)cc(-c2nnc(SCc3ccc(C(=O)O)cc3)o2)c1
    -4	-0.2	-5	2	-10	-2	0	99	103	103	63

High-throughput results (PubChem)
